Screening results: PubChem BioAssay, several laboratories
SSB-PriA inh: blocks PriA binding to SSB C-terminal tail; AlphaScreen SSBct-PriA binding, biotinylated peptide; AID 1272365; inhibition, % at 33 µM; hit rate 0.6% among 430,000; in the data active = inhibition mostly above about 37%, no sharp cut-off; inactive = mostly below about 20%;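 also: plate controls were negative control peptide for no effect and reference peptide for full effect; strong numbers were not always called active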
TcdB GH inh: inhibitors of Clostridioides difficile toxin B glycohydrolase; inhibition, % at 9.99 µM; hit rate 0.24% among 350,000; TcdB glycohydrolase enzymatic assay, plate reader; in the data active = inhibition above about 10%
SARS 3CLpro inh: SARS-CoV 3CLpro protease inhibition | recombinant SARS-CoV 3CLpro, quenched FRET peptide cleavage | inhibition, % at 6 µM | P0C6X7 | hit rate 0.14% among 290,000 | AID 1706; in the data active = inhibition above about 12%
BoNT A protease: inhibitors of Botulinum neurotoxin A light chain protease; multiplex microsphere protease substrate cleavage, flow cytometry; inhibition, % at 10 µM; hit rate 0.17% among 360,000; also: plate controls were buffer without enzyme for full effect and enzyme alone for no effect
Yp Topo-I inh: blocks Yersinia pestis topoisomerase I activity. hit rate 0.064% among 360,000. activity, % at 10 µM. AID 504884. Y. pestis Topo-I cleavage product accumulation, plate reader; in the data active = activity above about 50%, passing the limit was not always enough; inconclusive = no clear call, values can overlap the other calls; also: inactives centre near 2
Anthrax LF prot: inhibitors of Bacillus anthracis lethal factor protease; AID 588501; multiplex microsphere protease cleavage assay, LF; inhibition, % at 10 µM; hit rate 0.12% among 360,000; also: plate controls were buffer without enzyme for full effect and enzyme alone for no effect
Target sequence (P15917 whole entry, looked up): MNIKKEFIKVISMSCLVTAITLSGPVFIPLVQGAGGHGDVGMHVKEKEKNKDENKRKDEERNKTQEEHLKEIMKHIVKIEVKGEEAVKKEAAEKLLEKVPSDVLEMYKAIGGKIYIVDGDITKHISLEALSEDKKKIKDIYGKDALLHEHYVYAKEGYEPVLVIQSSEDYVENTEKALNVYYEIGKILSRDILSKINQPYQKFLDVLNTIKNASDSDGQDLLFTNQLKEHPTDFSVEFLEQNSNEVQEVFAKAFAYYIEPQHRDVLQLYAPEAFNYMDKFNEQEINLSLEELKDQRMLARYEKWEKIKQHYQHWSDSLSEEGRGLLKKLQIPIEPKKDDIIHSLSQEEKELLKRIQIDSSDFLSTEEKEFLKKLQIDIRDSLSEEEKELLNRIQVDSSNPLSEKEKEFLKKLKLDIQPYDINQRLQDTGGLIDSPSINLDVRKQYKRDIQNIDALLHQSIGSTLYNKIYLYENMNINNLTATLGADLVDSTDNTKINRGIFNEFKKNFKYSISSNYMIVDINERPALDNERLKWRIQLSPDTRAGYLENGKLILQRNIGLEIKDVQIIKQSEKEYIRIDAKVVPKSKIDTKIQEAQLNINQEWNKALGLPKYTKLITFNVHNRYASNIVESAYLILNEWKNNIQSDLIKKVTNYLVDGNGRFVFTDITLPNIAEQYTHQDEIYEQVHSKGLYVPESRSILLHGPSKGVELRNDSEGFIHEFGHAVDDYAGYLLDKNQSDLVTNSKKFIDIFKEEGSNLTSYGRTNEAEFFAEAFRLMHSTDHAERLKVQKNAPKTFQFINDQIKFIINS
CCHF vOTU inh: CCHFV vOTU protease inhibition. Pep-AMC fluorescence. inhibition, % at 11.5 µM. hit rate 0.55% among 370,000. AID 651958; in the data active = inhibition above about 30%; also: 0% = vehicle wells with enzyme and 100% = no enzyme wells
PfHsp40 rescue: restores yeast growth despite PfHsp40 toxicity | AID 504582 | growth rescue, % at 12.5 µM | S. cerevisiae expressing PfHsp40, growth rescue, ATP luminescence | hit rate 0.68% among 340,000; in the data active = growth rescue above about 28%, passing the limit was not always enough; inconclusive = no clear call, values can overlap the other calls;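 also: yeast W303a lacking pdr1 and pdr3 grown in galactose medium; growth measured after three days at 30 °C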
BH1578 lux ind: quorum light induction in luxS cqsA deficient V. cholerae | hit rate 0.16% among 350,000 | V. cholerae BH1578 lux reporter, luminescence, 6 h | activation, % at 18.7 µM; in the data active = activation mostly above about 9.7%, no sharp cut-off; inconclusive = no clear call, values can overlap the other calls; inactive = mostly below about 3.7%; also: not every result past the cut was called active; inactives centre near 0; reference of the scale not given here
DUSP3 inh: blocks human VHR1 dual specificity phosphatase. P51452. recombinant VHR phosphatase, pNPP absorbance. inhibition, % at 13.3 µM. hit rate 0.52% among 290,000. AID 1654; in the data active = inhibition above about 50%; also: some compounds called inactive have numbers as strong as hits
Target sequence (P51452 whole entry, looked up): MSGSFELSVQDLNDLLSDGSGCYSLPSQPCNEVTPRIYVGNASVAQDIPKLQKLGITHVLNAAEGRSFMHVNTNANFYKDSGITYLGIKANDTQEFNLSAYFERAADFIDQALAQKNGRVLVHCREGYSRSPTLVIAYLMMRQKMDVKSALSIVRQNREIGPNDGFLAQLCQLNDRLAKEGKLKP
An asterisk follows results filed as active; i = inactive; ? = inconclusive; · = not tested or not shown. Rule as the data show it, unless noted: active = inhibition above about 30%; inconclusive = no clear call, values can overlap the other calls; inactive = below that. These rows are one share of the data; the hit share may differ from the screen's.

SMILES	SSB-PriA inh	TcdB GH inh	SARS 3CLpro inh	BoNT A protease	Yp Topo-I inh	Anthrax LF prot	CCHF vOTU inh	PfHsp40 rescue	BH1578 lux ind	DUSP3 inh
Nc1nc(SCC(=O)N2CCc3ccccc3C2)[nH]c(=O)c1-c1ccccc1	10	·	-3	0.8	-2	0	-5	0.1	-1.5	13
CCOC(=O)N1CCC(N2CC34C=CC(O3)C(C(=O)Nc3ccc(C(C)C)cc3)C4C2=O)CC1 (stereo not given)	3	0.2	2	-0.6	9	-9	2	0.6	-0.9	13
Nc1ncnc2c1ncn2[C@@H]1O[C@H](C(=O)N[C@H](CO)Cc2ccc(O)cc2)[C@@H](O)[C@H]1O	·	0.7	·	-1.0	·	2	-4	·	·	·
CCCc1nnc(NC(=O)c2ccc(S(=O)(=O)N(C)c3ccccc3OC)cc2)s1	-1	1.2	·	-0.2	-1	1	12	-1.2	-0.6	·
CCC1(C)OC(=O)N2CCc3c(C)[nH]c4c(C)ccc(c34)C21C (stereo not given)	15	1.0	-7	0.8	8	1	-3	0.2	-0.5	28
COc1ccc(NS(=O)(=O)c2cccc(-c3nnc(-c4ccccc4)o3)c2)cc1	-1	·	0	0.1	18	-1	7	-0.8	-0.5	18
CS(=O)(=O)N(CC(=O)Nc1ccccc1C(=O)N1CCOCC1)c1ccccc1	-16	·	5	1.0	-4	0	1	-0.8	i	29
CC1CN(S(=O)(=O)c2cc(C(=O)NC(C)c3cccnc3)ccc2Cl)CC(C)O1 (stereo not given)	-13	0.6	·	-1.6	-4	-4	-8	-0.3	-0.4	·
CC(/C=C/c1ccc2c(c1)OCO2)=N\NC(=O)c1ccccc1	·	0.4	3	0.0	7	-2	-3	-0.8	-0.6	-8
NC(=O)c1sc(=S)n(-c2ccc(Br)cc2)c1N	4	1.6	-4	0.5	-5	-8	6	0.2	-0.2	-16
O=C(CN(Cc1ccc2c(c1)OCO2)C(=O)CNS(=O)(=O)c1ccccc1)NCC1CCCO1 (stereo not given)	-2	·	-1	0.9	0	-2	0	1.7	-0.7	25
COc1cccc(-c2nnn(CC(C)=O)n2)c1	-7	·	-7	-0.5	-1	2	6	-1.9	-0.3	9
O=C(Oc1cccnc1)c1ccc(Cl)cc1	-12	·	24*	0.6	2	-7	-1	0.6	·	0
CC1CCCCC1NC(=O)c1cc(S(=O)(=O)N2CCCCC2)ccc1N1CCOCC1 (stereo not given)	15	1.9	·	-0.6	15	-2	-5	1.5	2.6	·
COc1ccccc1NC(=O)c1c(Nc2ccccc2C)sc(C(=O)Nc2cccc(Cl)c2)c1N	6	0.8	4	-0.8	14	1	19	-0.6	-0.3	3
O=C(COC(=O)CNC(=O)c1ccccc1)Nc1cccc(Br)c1	-16	·	2	-0.9	3	-3	-10	-0.4	i	0
O=[N+]([O-])c1ccc(Sc2nc3ccccc3o2)c([N+](=O)[O-])c1	-12	1.8	-1	0.2	-8	-6	7	1.4	-1.4	-48
CCC1(CC)NC(=O)N(CC(=O)OCC(=O)Nc2ccc(F)c(F)c2F)C1=O	2	0.2	3	-1.4	-4	-4	-18	0.7	-0.4	32
Nc1nc(CC(=O)CSc2ccc(Cl)cc2)nc(Nc2ccc(F)cc2)n1	·	0.0	6	·	·	·	-11	·	·	30
COC(=O)C1=C(c2ccc(Cl)c(C(F)(F)F)c2)C[C@@H]2CC[C@H]1N2C(=O)NC1CC1	-2	0.7	·	0.2	14	4	3	-0.8	14	·

Some of the entries so far, in CSV form.
mol,SSB-PriA inh,TcdB GH inh,SARS 3CLpro inh,BoNT A protease,Yp Topo-I inh,Anthrax LF prot,CCHF vOTU inh,PfHsp40 rescue,BH1578 lux ind,DUSP3 inh
Nc1nc(CC(=O)CSc2ccc(Cl)cc2)nc(Nc2ccc(F)cc2)n1,·,0.0,6,·,·,·,-11,·,·,30
COC(=O)C1=C(c2ccc(Cl)c(C(F)(F)F)c2)C[C@@H]2CC[C@H]1N2C(=O)NC1CC1,-2,0.7,·,0.2,14,4,3,-0.8,14,·

(cont.)
SMILES	SSB-PriA inh	TcdB GH inh	SARS 3CLpro inh	BoNT A protease	Yp Topo-I inh	Anthrax LF prot	CCHF vOTU inh	PfHsp40 rescue	BH1578 lux ind	DUSP3 inh
C/C(N)=C(/C#N)C(=O)COC(=O)c1cc2c(s1)CCC(C)C2 (stereo not given)	-3	1.6	5	-0.3	18	-5	7	0.5	-0.3	14
COc1ccc(C(=O)COC(=O)c2cnc(C)cn2)cc1OC	5	0.0	·	-0.3	2	-8	-1	9.0	-0.8	·
CCCCCCC1CC(CSC(=N)N)OC1=O (stereo not given)	-22	·	0	0.0	-5	-3	25	-1.1	i	16
COC(=O)/C=c1/s/c(=C(/C#N)C(=O)N2CCOCC2)n(-c2ccccc2)c1=O	·	·	0	·	3	·	-2	-1.2	0.4	-17
Cc1ccc(S(=O)(=O)N2CCN(C(=O)COC(=O)CCCOc3ccccc3)CC2)c(C)c1	-6	-0.5	·	-1.4	5	-8	4	1.4	-6.3	·
COc1ccc(C2C(C#N)=C(N)N(c3sc4c(c3C#N)CCCC4)C3=C2C(=O)CC(C)(C)C3)cc1OC (stereo not given)	-6	·	0	0.2	5	0	11	3.0	-0.3	2
CC1CCc2c(C(=O)OCC(=O)Nc3cccc(S(=O)(=O)N4CCCCCC4)c3)csc2C1 (stereo not given)	3	2.3	1	-0.1	9	-2	17	0.6	-0.3	5
O=C(Cn1cc([N+](=O)[O-])cn1)Nc1ccc(Cn2cc(Br)cn2)cc1	-6	0.6	3	-0.3	-2	-4	3	-1.6	-0.2	1
CC(=O)N1CCN(C(=O)COc2ccc(N(C)S(=O)(=O)c3cccs3)cc2)CC1	-2	2.1	-1	0.4	-12	-1	-11	-1.0	i	3
Fc1ccc(CNc2nc3ccccc3n3cnnc23)cc1	-10	1.5	2	-0.5	-1	-4	-10	-0.9	-0.2	4
Cc1csc(C(C)N(C)C(=O)c2ccc(OC3CCN(Cc4ccccn4)CC3)cc2)n1 (stereo not given)	-7	-4.0	3	-5.4	31	-3	22	0.8	i	23
CCOc1ccc(CCNC(=O)CN(C)S(=O)(=O)c2ccc3c(c2)CCC(=O)N3)cc1OCC	-6	·	2	-2.0	-1	-2	-12	1.7	i	8
COc1ccc(/C=N/NC(=O)c2cc(-c3ccccc3)nc3ccccc23)cc1O	·	-0.7	3	-2.0	-14	-7	8	1.1	i	13
c1ccc(-n2nnnc2SCc2cccc(CSc3nnnn3-c3ccccc3)n2)cc1	-18	·	-2	0.4	3	2	0	-0.3	0.8	18
C=CCOc1ccc(/C=C/C(=O)OCC(=O)NCc2cccs2)cc1	-6	-9.2	·	2.2	16	0	-4	0.0	2.8	·
Cc1ccccc1N(CC(=O)NCCSc1ccccn1)S(=O)(=O)c1ccccc1	1	-3.3	5	0.3	3	5	13	0.3	i	16
Cc1ccc2c(Cl)c(C(=O)Nc3cccnc3)sc2c1	-12	·	4	0.0	13	-2	10	4.8	-0.3	19
COc1cc(/C=N/N2CCCCC2)cc(OC)c1O	·	-19	2	-0.6	2	-8	-3	-0.5	i	12
CCN(CC)C(=O)C1CCCN(c2ncnc3c2cnn3-c2cccc(C)c2)C1 (stereo not given)	-6	·	1	0.3	15	-2	10	3.3	·	15
CCOc1cc(S(=O)(=O)NCCc2ccccc2C)c(OCC)cc1-n1cnnn1	-6	·	0	-0.7	18	2	-28	1.0	i	-6
COC(=O)C(C)N(C#N)c1nc(NC(C)C)nc(SC)n1 (stereo not given)	-17	·	-2	0.2	0	-1	5	0.1	-2.6	28
C/C(CC(=O)Nc1ccccn1)=N\NC(=O)Cc1cccc2ccccc12	·	·	-3	?	-10	0	-3	-2.1	i	-1
Cc1n[nH]c(C)c1CCN(C)C(=O)C1CCC(=O)N(CC2CCCCC2)C1 (stereo not given)	-16	2.2	-2	-2.0	-10	0	-6	3.8	i	0
O=C(Nc1cc(S(=O)(=O)Nc2ccccc2Cl)ccc1O)c1ccc(F)cc1F	-11	0.5	·	0.0	-3	1	20	1.9	i	·
CNc1c(NS(=O)(=O)c2ccc(C(C)(C)C)cc2)c(=O)oc2ccccc12	-11	0.2	4	-0.9	-7	5	3	0.0	-2.2	22
C/C(=N/NC(=O)COc1ccc(C(C)(C)C)cc1)c1ccc(N2CCOCC2)cc1	i	-0.3	·	0.1	-3	-6	14	-0.9	i	·
C[C@H]1CNC(=O)c2c(C(=O)Nc3cccc(Cl)c3)ncn21	·	0.2	·	-0.2	6	2	-1	·	-0.4	·
Cc1ccc(NC(=S)N(CCCN2CCCC2)Cc2cccn2Cc2ccc(Cl)cc2)cc1Cl	19	1.5	8	-0.9	-2	-13	13	1.0	-0.4	27
O=c1[nH]c(-[n+]2ccccc2)c(/C=N/N=C(\[O-])c2ccccc2)s1	·	1.0	3	-0.3	2	-8	17	0.7	-0.3	16
COc1cccc(/C=N\NC(=O)c2cc(OCC(F)(F)F)ccc2OCC(F)(F)F)c1	·	·	1	1.3	-2	1	7	-0.9	i	8
CCOc1ccccc1N1CCN(C(=O)c2cc(S(=O)(=O)N3CCCCC3)ccc2C)CC1	-5	-0.9	·	1.1	18	0	3	1.1	i	·
CN(C)c1ccc(/C=C(/NC(=O)c2ccccc2)C(=O)NCCCn2ccnc2)cc1	12	·	8	-0.4	0	-1	·	-0.8	i	-5
Cc1cc(C)cc(OCC(=O)O/N=C(\N)c2ccccc2Cl)c1	i	0.5	4	-2.9	12	-9	-12	1.2	-0.4	-1
CCOc1ccc2[nH]c(=O)c(C(c3nnnn3Cc3ccco3)N3CCC(C)CC3)cc2c1 (stereo not given)	4	·	-3	-0.2	-8	-1	-15	1.2	-0.6	-12
Cc1cccc(Cn2c(Sc3nc(C)cs3)nc3c2c(=O)[nH]c(=O)n3C)c1	-15	·	2	?	12	-3	-3	0.5	3.1	32
CC(NC(=O)Cn1cc(C(F)(F)F)ccc1=O)c1ccc(F)cc1 (stereo not given)	5	-0.2	5	-1.0	10	-3	1	-0.3	-0.2	-5
COc1ccc(NC(=O)C2CCCN(S(C)(=O)=O)C2)c(OC)c1 (stereo not given)	1	1.0	7	-0.6	-6	3	14	-0.1	i	6
Cc1cc(=O)[nH]c2sc(C(=O)N3c4ccccc4CC3C)c(N)c12 (stereo not given)	-5	-1.5	·	0.2	2	-1	10	0.7	-4.5	·
Cc1ccc(C(=O)NCCC(=O)N2CCCC2)cc1	-16	0.3	-4	0.8	-6	0	-12	1.2	-0.8	21
CCc1nnc(NC(=O)c2ccc(COc3ccc(C)cc3)o2)s1	-18	·	-1	-0.9	-3	1	5	0.0	i	-8
COc1ccc(CNCCC(c2ccccc2)C2CCOC(C)(C)C2)cc1 (stereo not given)	4	1.0	8	-0.4	23	3	13	-1.2	i	22
CC1CCCN(CCOCCOc2ccc(Br)cc2Cl)C1 (stereo not given)	-11	·	2	0.6	10	0	-4	1.4	-3.8	-4
COc1ccc(C(=O)NC2CC3CCCC(C2)N3Cc2ccccc2)c(OC)c1 (stereo not given)	-11	0.2	3	-0.6	7	17	-4	-0.7	i	18
Cc1ccc2[nH]c(CN3CCN(C)C(CCO)C3)c(C)c2c1 (stereo not given)	4	-6.3	-4	?	-5	-2	-7	-0.3	i	77
CCCS(=O)(=O)n1nc(-c2ccc(OC)cc2)cc1N	-15	0.5	2	-0.2	2	-7	-3	1.4	-0.2	-17
O=C(Nc1ccc(O)c2c(=O)cc(-c3ccccc3Cl)oc12)c1cccc(Cl)c1	·	-0.8	0	-0.8	-1	0	-10	-1.1	i	-4

Complete entries, quoted from the list. Order of screens: SSB-PriA inh | TcdB GH inh | SARS 3CLpro inh | BoNT A protease | Yp Topo-I inh | Anthrax LF prot | CCHF vOTU inh | PfHsp40 rescue | BH1578 lux ind | DUSP3 inh
COc1ccc(C(=O)NC2CC3CCCC(C2)N3Cc2ccccc2)c(OC)c1 (stereo not given) across the screens: -11 | 0.2 | 3 | -0.6 | 7 | 17 | -4 | -0.7 | i | 18
CCCS(=O)(=O)n1nc(-c2ccc(OC)cc2)cc1N across the screens: -15 | 0.5 | 2 | -0.2 | 2 | -7 | -3 | 1.4 | -0.2 | -17
